KDM5B inhibitor: Primary screen for KDM5B Histone Demethylases FDH-coupled qHTS; Lysine-specific demethylase 5B (Homo sapiens), Q9UGL1; KDM5B demethylase, FDH-coupled NADH fluorescence (FDH is formaldehyde dehydrogenase); Potency, µM (doses to about 57.7 µM), for the others: at the highest dose activity change, negative = inhibition, actives largely listed as inhibitors; 220,000 tested, 2.6% active; active means well fitted inhibition curve with a large enough effect; inconclusive means small, poorly fitted or top-dose-only effect; inactive means no such curve, though single readings can be large or run the other way; further: 0% is about no effect; nearly all actives have a fitted effect of over 70% in size
Target sequence (Q9UGL1 whole entry, looked up): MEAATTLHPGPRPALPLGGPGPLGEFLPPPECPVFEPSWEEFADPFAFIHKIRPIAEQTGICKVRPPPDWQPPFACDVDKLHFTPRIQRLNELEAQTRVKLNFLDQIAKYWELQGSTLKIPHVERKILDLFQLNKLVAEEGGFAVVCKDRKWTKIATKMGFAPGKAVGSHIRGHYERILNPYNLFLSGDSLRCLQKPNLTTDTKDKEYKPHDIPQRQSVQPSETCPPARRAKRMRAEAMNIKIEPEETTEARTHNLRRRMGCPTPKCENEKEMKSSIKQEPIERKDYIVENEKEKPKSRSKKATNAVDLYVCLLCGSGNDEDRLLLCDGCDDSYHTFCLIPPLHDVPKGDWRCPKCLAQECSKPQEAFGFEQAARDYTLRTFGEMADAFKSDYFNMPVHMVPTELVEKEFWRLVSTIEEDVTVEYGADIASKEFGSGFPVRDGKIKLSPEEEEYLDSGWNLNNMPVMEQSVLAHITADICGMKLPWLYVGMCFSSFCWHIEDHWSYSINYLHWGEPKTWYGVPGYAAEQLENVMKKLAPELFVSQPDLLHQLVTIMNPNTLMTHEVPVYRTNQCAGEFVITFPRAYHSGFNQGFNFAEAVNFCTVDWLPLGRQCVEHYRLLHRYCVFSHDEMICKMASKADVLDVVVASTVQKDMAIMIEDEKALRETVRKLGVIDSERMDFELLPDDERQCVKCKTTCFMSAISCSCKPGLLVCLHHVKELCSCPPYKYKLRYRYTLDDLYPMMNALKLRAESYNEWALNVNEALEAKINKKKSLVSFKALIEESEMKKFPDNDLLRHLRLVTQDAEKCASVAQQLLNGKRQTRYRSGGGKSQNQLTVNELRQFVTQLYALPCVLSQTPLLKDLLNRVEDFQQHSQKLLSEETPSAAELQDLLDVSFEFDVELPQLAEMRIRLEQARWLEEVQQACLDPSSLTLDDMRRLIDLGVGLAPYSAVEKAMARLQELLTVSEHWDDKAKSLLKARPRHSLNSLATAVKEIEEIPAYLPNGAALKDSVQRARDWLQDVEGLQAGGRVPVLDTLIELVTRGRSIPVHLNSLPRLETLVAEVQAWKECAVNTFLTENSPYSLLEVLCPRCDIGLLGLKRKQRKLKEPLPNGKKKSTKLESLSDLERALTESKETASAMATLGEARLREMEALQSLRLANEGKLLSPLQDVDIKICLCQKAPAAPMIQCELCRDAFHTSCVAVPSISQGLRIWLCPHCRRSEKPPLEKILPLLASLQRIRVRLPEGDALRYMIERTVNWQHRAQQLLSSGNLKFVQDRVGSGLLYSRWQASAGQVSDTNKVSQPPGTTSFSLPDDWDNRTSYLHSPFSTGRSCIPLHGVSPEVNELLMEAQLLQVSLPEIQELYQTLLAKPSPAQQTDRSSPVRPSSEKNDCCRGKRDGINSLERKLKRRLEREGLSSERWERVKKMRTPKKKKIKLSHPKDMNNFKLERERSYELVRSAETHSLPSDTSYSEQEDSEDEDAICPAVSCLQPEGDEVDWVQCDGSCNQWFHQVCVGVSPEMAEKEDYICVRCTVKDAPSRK
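Compound dilutions met 200 nM (final) KDM5BΔAP for 10 min at room temperature before substrate addition. The substrate mix held 12.5 µM H3K4me3 with cofactors 25 µM α-ketoglutarate and 50 µM Fe²⁺. NADH signal gain over 30 min defined activity.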
* marks the source's active call; other numbers are inactive results; ? = inconclusive; ! = repeats disagree; [ ] = another dose, or the depositor's remark. Potency means the concentration at half of the fitted maximal effect. This is a subset; count on the stated rates, not on these rows.

Sample of the layout (6 entries):
KDM5B inhibitor,canonical_smiles
-12%,CCc1ccc(NC(=O)c2cnc(N3CCOCC3)c3ccccc23)cc1
79µM*,CN(C)C(=O)c1cc(-c2ccc(S(C)(=O)=O)cc2)c2cnn(C)c2n1
0%,Cc1cccc(N2CCN(C(=O)c3sc4nc5n(c(=O)c4c3C)CCC5)CC2C)c1 (stereo not given)
?,COc1ccc(-c2nc(-c3nnn4c3COC(c3ccccc3Cl)C4)no2)cc1OC (stereo not given)
-16%[86.2 µM],COCC(=O)N1CC[C@H](c2nnc(-c3ccc(C)cc3)o2)C1
-1%,CCCNc1c(NC(=O)Nc2ccc(F)cc2)c(=O)oc2ccccc12

The listing (from the top)
KDM5B inhibitor,canonical_smiles
-12%,CCc1ccc(NC(=O)c2cnc(N3CCOCC3)c3ccccc23)cc1
79µM*,CN(C)C(=O)c1cc(-c2ccc(S(C)(=O)=O)cc2)c2cnn(C)c2n1
0%,Cc1cccc(N2CCN(C(=O)c3sc4nc5n(c(=O)c4c3C)CCC5)CC2C)c1 (stereo not given)
?,COc1ccc(-c2nc(-c3nnn4c3COC(c3ccccc3Cl)C4)no2)cc1OC (stereo not given)
-16%[86.2 µM],COCC(=O)N1CC[C@H](c2nnc(-c3ccc(C)cc3)o2)C1
-1%,CCCNc1c(NC(=O)Nc2ccc(F)cc2)c(=O)oc2ccccc12
-12%,COc1ccc(/C=N/Nc2ccccc2C(=O)O)cc1Cn1cc([N+](=O)[O-])cn1
1%,CCCc1nc(C(=O)N[C@@H]2[C@@H](Cc3ccccc3)[C@H]3OCC[C@@H]23)cs1
5%,COC(=O)c1cc(S(=O)(=O)N(C)CC(=O)N2CCN(c3ccccc3F)CC2)cn1C
6%[115 µM],CCc1nc2c(c(-c3ccc(OC)cc3)n1)CCN(C(=O)c1ccccn1)CC2

The list goes on:
KDM5B inhibitor,canonical_smiles
-22%,CCCN1CCN(C(=O)C2(c3ccc(NC(=O)C(C)C)cc3)CCCCC2)CC1
7%,O=Cc1cccn1-c1ccc(F)cc1F
-4%[86.2 µM],CCN(CC)C(=O)[C@@H]1CCC[C@@H](NC(C)=O)CN(C)C(=O)C1
-25%,CCc1ccc(NC(=O)Cn2c(=O)n(CCCC(=O)NCc3ccc4c(c3)OCO4)c(=O)c3ccccc32)cc1
-2%,O=c1[nH]cnc2ncc(-c3ccc(O)cc3)nc12
-13%,Cc1ccccc1C(=O)N1CCN(C(=O)c2nnn3c2COC(c2ccc(Cl)cc2)C3)CC1 (stereo not given)
20%,COc1cc(C(=O)NCC2(c3ccccc3)CCC2)cc(OC)c1OCC(N)=O
35µM*,NC(=O)c1cc(-c2ccccc2F)cc2c1OCCN2Cc1cccnc1
?,Cc1ccc(Cn2c(C3CCN(C(=O)c4ccc(C#N)cc4)CC3)n[nH]c2=O)cc1
18%,COc1ccc(CNC(=O)C(C)OC(=O)c2cccs2)cc1 (stereo not given)

The list continues.
KDM5B inhibitor,canonical_smiles
14%,CC(C)(O)C#Cc1ccc(C(=O)N2CCOCC2CC(=O)O)o1 (stereo not given)
18%,CC1CN(c2ccccc2C=O)CC(C)O1 (stereo not given)
?,COc1cc(C2Nc3cc(C)c(C)cc3NC3=C2C(=O)CC(C)(C)C3)ccc1O (stereo not given)
?,CCOc1ccc(NCc2cccn2-c2nnc(N3CCC(C(=O)NC(C)c4ccccc4)CC3)s2)cc1 (stereo not given)
?,COc1ccc(-c2cn3cccnc3n2)cc1NS(=O)(=O)c1ccc(C)cc1
?,Cc1noc(-c2ccccc2OC2CCNC2)n1 (stereo not given)
3%,O=C(Nc1ccc(Cl)c(C(F)(F)F)c1)C(Cl)c1ccccc1 (stereo not given)
-10%,O=c1n(-c2cccc(Cl)c2)nc2n1CCN([S+](=O)([O-])c1cccc(C(F)(F)F)c1)C2
?,Nc1c(C(=O)Nc2ccc(C(=O)O)cc2)sc2nc3c(cc12)CCCC3
?,COc1ccc(OC)c(/C=C/C(=O)NCCc2nc3ccccc3[nH]2)c1

3 entries already listed, sorted by their value in KDM5B inhibitor, ascending:
KDM5B inhibitor,canonical_smiles
1%,CCCc1nc(C(=O)N[C@@H]2[C@@H](Cc3ccccc3)[C@H]3OCC[C@@H]23)cs1
5%,COC(=O)c1cc(S(=O)(=O)N(C)CC(=O)N2CCN(c3ccccc3F)CC2)cn1C
18%,CC1CN(c2ccccc2C=O)CC(C)O1 (stereo not given)

The list goes on:
KDM5B inhibitor,canonical_smiles
9%,O=C(CCSc1nc(Cl)nc2nc[nH]c12)N1CCN(Cc2ccccc2)CC1
-13%,O=S(=O)(Cc1ccccc1)N1CCC2(CC1)CC(OCC1CC1)CCO2 (stereo not given)
-8%,CCc1ccc2c(CN(CC)Cc3nc4ccccc4c(=O)[nH]3)cc(=O)oc2c1
3%,Cc1cc([N+](=O)[O-])ccc1NC(c1nnc(-c2ccccc2)o1)c1ccccc1F (stereo not given)
3%[149 µM],CC(C)C1=NOC2(CCN(C(=O)c3ccccc3F)C2)C1 (stereo not given)
27%,O=C(Nc1ccc(Cl)cc1)C1C2C=CC3(O2)C1C(=O)N(CCCN1CCCCC1)C3C(=O)NC1CCCCC1 (stereo not given)
8%,CCOC(=O)c1oc2ccccc2c1COC(=O)CNC(=O)c1ccc2c(c1)OCO2
?,O=C(c1ccc(Cl)cc1)N1CC2(CCCN(C3COC3)C2)Cc2ccccc21 (stereo not given)
1%,Cc1occc1C(=O)Nc1sc2c(c1C#N)CCC(C(C)(C)C)C2 (stereo not given)
?,Cc1cccc(NC(=O)Nc2ccc(C)n(CC(=O)NCc3ccccc3Cl)c2=O)c1

The results go on:
KDM5B inhibitor,canonical_smiles
-14%,C=CCn1cc(CN2CCOC(Cc3cccc(OC)c3)C2)c(C)n1 (stereo not given)
35µM*,COc1ccc(-c2cc(C(=O)NCc3cc(C)on3)c3c(c2)N(C)CCO3)cn1
-6%,O=C(Nc1ccc(Cl)cc1)c1nnc(C(=O)N2CCC(CC(=O)N3CCCC3)CC2)s1
0%,O=C(COc1ccccc1)Nc1ccc([C@@H](O)[C@H]2COCC(=O)N2CCCc2ccccc2)cc1
-8%,O=C(CCN1C(=O)/C(=C/c2ccccc2)SC1=S)NCCCN1CCOCC1
?,COc1cccc(Cc2nc3ccccc3nc2SCC(=O)N2CCCCC2C)c1 (stereo not given)
-17%,CN(C)CCNC(=O)CN1C(=O)CCn2nc(-c3cn(C)c4ccccc34)cc21
22%,Cc1ccc(N2CCC(NC(=O)c3ccc(C)cc3C)C2=O)cc1 (stereo not given)
?,CCN(CC)C1CCOC2(CCN(C(=O)c3ccncc3)CC2)C1 (stereo not given)
-21%,CCCS(=O)(=O)N1C[C@@H](Oc2ccccc2)C[C@H]1C(=O)NCCOC

(next part)
KDM5B inhibitor,canonical_smiles
-6%,CCCn1cc(S(=O)(=O)c2ccc(CC)cc2)c(=O)c2cc(F)c(N(CC)CC)cc21
?,Cc1cc(C)cc(-n2c(SCC(=O)Nc3ccc4c(c3)OCO4)nc3c([nH]c4ccccc43)c2=O)c1
-20%,Cn1cc(/C=N/NC(N)=S)c2ccccc21
12%,Cc1nc(COc2cccc(Cl)c2)sc1C(=O)/C=C/N(C)C
?,Cc1ccn2c(Nc3ccccc3C)c(-c3ccccc3)nc2c1
-5%,COc1ccc(NC(=O)Cn2c(=O)n(Cc3nc(C)no3)c(=O)c3cc4c(cc32)OCO4)cc1OC
28%,COCCN1C(=O)CS(=O)(=O)C12CCN(C(=O)COc1ccc(Cl)cc1)CC2
20%,Cc1cc(OCC(=O)OC(C)(C)C)c2c(-c3ccccc3)cc(=O)oc2c1
?,O=C(Nc1cccc(C(F)(F)F)c1)c1cc2nc(-c3ccccc3)cc(C(F)(F)F)n2n1
-2%,COc1ccc2c(C)cc(SCC(=O)NCc3ccc(C)cc3)nc2c1

Further compounds:
KDM5B inhibitor,canonical_smiles
?,Cc1cccc(N2CCN(C(=O)c3ccc4c(c3)c(C)c(C)n4C)CC2)c1C
6%,O=C1CC(N2CCSCC2)C(=O)N1c1ccc(Br)cc1 (stereo not given)
-3%,O=C(c1ccc(O)cc1)C1CCN(C(=O)c2cccc(C(F)(F)F)c2)CC1
8%,COCC(=O)NC1CCC12CCN(C(=O)CCCc1ccccc1)CC2 (stereo not given)
14%,CN(CCc1noc(COc2ccc(F)cc2F)n1)C(=O)c1ccccc1C(F)(F)F
-12%,Cc1ccc(C)c(-c2ccc3ccccc3n2)c1
-2%,O=C(c1ccc(Br)cc1)N(Cc1cccs1)c1ccc(F)cc1
-24%[86.2 µM],COc1ccc(-c2cnc([C@@H]3COCCN3Cc3cn(C)c4ccccc34)[nH]2)cc1
5%,Cc1cc(C)cc(-n2ccnc2SC2CCCCC2=O)c1 (stereo not given)
-15%,O=C(CCl)NC(NC(=O)CCl)c1ccccc1F

(continued)
KDM5B inhibitor,canonical_smiles
8%,CCOc1cc2[nH]c(=O)n(CCCCC(=O)N3CCN(c4cccc(Cl)c4)CC3)c(=O)c2cc1OCC
-9%,Cc1nc(N2CCOCC2)c2c(C(=O)N3CCN(c4ccccc4F)CC3)c(C)oc2n1
-16%,COCCNC(=O)C1(CCO)CCN(Cc2ccccc2)C1 (stereo not given)
-5%,CCc1cc2c(cc3c(=O)n(CC(=O)N4CCN(c5cc(Cl)ccc5C)CC4)nc(CC)n32)s1
6%,CC(NC(=O)c1ccc2nc(CCc3ccccc3)oc2c1)c1ccccc1 (stereo not given)
-32%,CCCCCCCCCCS(=O)(=O)N/N=C/c1cccc([N+](=O)[O-])c1
-12%,COc1ccc(Cn2c(C(C)NC(=O)OCc3ccccc3)nc3cccnc32)cc1 (stereo not given)
?,COc1ccc(CNC(=O)Cc2nc(-c3cccs3)oc2C)cc1
12%,COc1ccc(Cn2c(C3CCN(C(=O)c4cccc(Cl)c4)CC3)n[nH]c2=O)cc1
-15%,O=C(c1cc(F)ccc1F)N1CCC2(CC1)NC(=O)N(Cc1ccc(F)cc1)C2=O

Overlap with the part before: 3 entries, then new ones.
KDM5B inhibitor,canonical_smiles
?,COc1ccc(CNC(=O)Cc2nc(-c3cccs3)oc2C)cc1
12%,COc1ccc(Cn2c(C3CCN(C(=O)c4cccc(Cl)c4)CC3)n[nH]c2=O)cc1
-15%,O=C(c1cc(F)ccc1F)N1CCC2(CC1)NC(=O)N(Cc1ccc(F)cc1)C2=O
6%,CCOP(=O)(OCC)c1nc(-c2cccc([N+](=O)[O-])c2)oc1NCc1ccc(OC)cc1
1%,Cc1c(C(=O)N2CCC(C)CC2)c(S(=O)(=O)NCc2ccccc2)c(C)n1C
?,CCN(CC)c1ccc2cc(-c3nc(-c4cccs4)no3)c(=O)oc2c1
?,CCCn1c(=O)[nH]c(=O)c2c1nc(-c1ccccn1)n2CCOC
-1%,CC(=O)c1c(C)[nH]c(C(=O)C(C)OC(=O)c2cccc(O)c2)c1C (stereo not given)
14%,OCCNc1nc(Nc2cccc(Cl)c2)nc2nccnc12
-11%,CCc1ccccc1NC(=O)c1ccc2c(c1)N(Cc1cc(C)ccc1C)C(=O)c1ccccc1S2(=O)=O
-7%,CC(C)Cc1nc(CN(C)C(=O)C2CCOc3ccccc3C2)no1 (stereo not given)
-5%,COC(=O)c1cc(NC(=O)c2sc3ncn(Cc4cccc(F)c4)c(=O)c3c2C)cc(C(=O)OC)c1
-14%,Cc1cc(=O)oc2cc(OCC(=O)Nc3ccc(C(C)C)cc3)ccc12

(further entries)
KDM5B inhibitor,canonical_smiles
0%,CC1(C)OC(=O)N(CC(=O)N2CCC(Cc3noc(C4CC4)n3)CC2)C1=O
-32%,COc1ccc(-c2noc(Nc3cc(C)cc(C)c3)n2)cc1
18%,CCCCn1c(N)c(N(CC(C)C)C(=O)c2ccc(COc3ccccc3)o2)c(=O)[nH]c1=O
-14%,CCc1nnc(NC(=O)c2cc(-c3ccccc3OC)on2)s1
-15%,Cc1oc2ccc(O)c(CN3CCN(Cc4ccccc4)CC3)c2c1C(=O)Nc1cccc(Cl)c1C
25µM*,COC(=O)[C@@H]1Cc2c([nH]c3ccccc23)[C@H]2C[C@@H](NCCCn3ccnc3)C[C@@H](c3ccccc3F)N21
3%,COc1ccccc1C(=O)COC(=O)c1cc(S(N)(=O)=O)ccc1F
-8%[86.2 µM],CC(=O)c1ccc(NC(=O)O[C@@H]2CO[C@H]3[C@@H]2OC[C@@H]3n2cc(-c3ccccc3)nn2)cc1
45%[activator],CCn1c(=O)[nH]c(=O)c2c(C(=O)O)cc(C3CC3)nc21
-15%,Cc1ccc(-c2nc(C(=O)N3CCN(c4cccc(C)c4)CC3)no2)cc1

Other results follow:
KDM5B inhibitor,canonical_smiles
-9%[86.2 µM],CN1C[C@@H](NC(=O)COc2ccccc2)C[C@H]1c1nc(-c2ccc3c(c2)OCO3)no1
-24%[86.2 µM],CC(=O)N1CCC(N2CCC[C@H]2c2nc(-c3ccc(-n4ccnc4)nc3)no2)CC1
11%,O=C(NCc1ccc(F)cc1)C1COC2(CCN(C(=O)c3ccco3)CC2)N1C(=O)c1ccccc1 (stereo not given)
32µM*!,c1ccc(-c2nc3ncccc3[nH]2)cc1
?,COc1ccc(Nc2cc(C)c3cc(NC(=O)c4ccccc4Cl)ccc3n2)cc1
-28%,Cc1nc(C(C)C)cc(N2CCN(c3ccccc3O)CC2)n1
-24%[86.2 µM],Cc1ccccc1NC(=O)c1cnc2c(c1)N(C(=O)Cc1ccc(C(C)C)cc1)CCC2
3%,COc1ccc(S(=O)(=O)N2CCC(n3cnnc3-c3ccccc3)CC2)cc1Cl
-4%,CCC(N)(C(=O)O)c1cccc(Cl)c1 (stereo not given)
19%,CC(=O)c1ccc(S(=O)(=O)NCCC(=O)NC2CCC(C)CC2)cc1 (stereo not given)
-27%,CCOc1ccc(CCNC(=O)CN2CCN(Cc3ccc(Cl)cc3)C2=O)cc1OCC

Assay outcomes from PubChem.
